Large T inhibition – SV40 large T antigen inhibitors, biochemical (AID 1903); actives 0.39% (n = 310,000); SV40 large T antigen ATPase/helicase inhibition assay; higher % means a stronger effect; inhibition, % at 20 µM, or IC50 in µM where a hit was titrated; in the data active means a potency from the dose series; inconclusive means inhibition mostly from about 32% at the one dose, without a potency; inactive means the rest, 99 in 100 with inhibition below about 32%; further: strong numbers were not always called active
MgcRacGAP inhibition – MgcRacGAP GTPase-activating activity inhibitors, confirmation, biochemical, ADP Hunter fluorescence; MgcRacGAP-stimulated Rac1 GTP hydrolysis, ADP Hunter fluorescence; higher % means a stronger effect; GST-tagged Rac1 F28L mutant substrate; one-dose inhibition, % at 30 µM; IC50 in µM for titrated hits; actives 0.6% (n = 340,000);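 active means first-screen hits whose inhibition reached a set limit at any dose in the follow-up dose series; inconclusive means inhibition above the set first-screen limit but never retested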;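 further: fluorescence reports GDP produced by GAP-driven GTP hydrolysis; strong numbers were not always called active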
* marks the source's active call; other numbers are inactive results; ? = inconclusive. Only part of the results is shown. The share of hits here may be higher or lower than overall.

entry	Large T inhibition	MgcRacGAP inhibition	smiles
1	4%	5%	CCCCCC(=O)Nc1ccc(C(=O)COC(=O)c2ccccn2)cc1
2	12%	-3%	CNC(=O)c1ccc(NC(=O)Cc2ccc(S(=O)(=O)N3CCOCC3)s2)cc1
3	16%	3%	Cc1ccc(C)c(SCC(=O)Nc2oc(C)c3c(C)n[nH]c(=O)c23)c1
4	10%	5%	COc1cccc(NC(=O)CN(C)C(=O)CNC(=O)c2ccc3ccccc3c2)c1
5	13%	2%	Cc1cccc(C(=O)OCC(=O)c2c(N)n(CC(C)C)c(=O)n(C)c2=O)c1O
6	17%	-1%	COc1ccc(Cl)cc1NC(=O)CN(C)C(=O)c1cn(-c2ccccc2)nc1-c1cccnc1
7	8%	4%	CC(C)CN(C(=O)COC(=O)C(C)N1C(=O)c2ccccc2C1=O)c1c(N)n(Cc2ccccc2)c(=O)[nH]c1=O (centres undefined)
8	20%	4%	Nc1nc(N)nc(-c2cc(Cl)ccc2Cl)n1

entry	Large T inhibition	MgcRacGAP inhibition	smiles
9	17%	10%	O=C(COc1ccc(F)cc1Cl)Nc1ccc(N2CCOCC2)cc1N1CCOCC1
10	7%	4%	Cc1ccc(C)c(SCC(=O)NCC(c2ccco2)N2CCCCC2)c1 (centres undefined)
11	12%	3%	CSc1ccccc1NC(=O)C(C)N1C(=O)c2ccccc2S1(=O)=O (centres undefined)
12	3%	-3%	CCOC(=O)Cc1csc(SCC(=O)Nc2nccs2)n1
13	12%	6%	Cc1cc2c(SCC(=O)N3CCN(c4ccccc4)CC3)ncnc2s1
14	14%	3%	Cc1ccc(NC(=O)C(=O)NCC2CCCN2S(=O)(=O)c2cccs2)cc1C (centres undefined)
15	8%	4%	CCN(CC(=O)NC(=O)NC1CCCCC1)Cc1ccccc1
16	19%	9%	CC(=O)Nc1ccc(NC(=O)C(C)OC(=O)CC2CCCCC2)cc1 (centres undefined)

entry	Large T inhibition	MgcRacGAP inhibition	smiles
17	14%	7%	Cc1cc(NC(=O)C(C)SCC(=O)Nc2nnc(CC(C)C)s2)no1 (centres undefined)
18	0%	1%	CC(OC(=O)CCCN=C1NS(=O)(=O)c2ccccc21)C(=O)c1ccccc1 (centres undefined)
19	17%	-3%	O=C(CCNS(=O)(=O)c1ccc(Br)cc1)N1CCCCCCC1
20	10%	6%	O=S(=O)(O)c1ccc(SCc2ccccc2)nc1
21	14%	6%	NC(=O)c1ccsc1NC(=O)COC(=O)/C=C/c1ccccc1
22	18%	14%	CCOc1ccc(OCCC(=O)NNC(=O)c2cc(OC)c(OC)c(OC)c2)cc1
23	1%	12%	O=C(CCN1C(=O)C2CC=CCC2C1=O)Nc1cc(C(F)(F)F)ccc1N1CCCC1 (centres undefined)
24	28%	8%	COc1ccc(NC(C)=O)cc1NC(=O)C1CCN(C(=O)Nc2ccccc2)CC1

entry	Large T inhibition	MgcRacGAP inhibition	smiles
25	15%	13%	CC(C)C[C@H]1COCCS(=O)(=O)N1Cc1ccccc1F
26	?	?	C#CCOCCOCCOCCNc1nc(N2CCN(C(=O)CCCCCCCCCCNC(=O)[C@H](CCCCN)n3cc(C)nn3)CC2)nc(N2CCN(C(=O)CCCCCCCCCCNC(=O)[C@@H]([C@H](C)CC)n3cc(CCCCCN)nn3)CC2)n1
27	8%	6%	O=C(COC(=O)CNC(=O)c1ccc(Cl)c([N+](=O)[O-])c1)NC(=O)CN1CCCC1=O
28	10%	1%	CC(OC(=O)c1nn(C)c(=O)c2ccccc12)C(=O)Nc1ccc(S(N)(=O)=O)cc1 (centres undefined)
29	12%	2%	COc1cccc(NC(=O)COc2cccc3c2CCNC3=O)c1
30	5%	3%	O=C(NC1CC(=O)N(c2ccccc2)C1)N1CCN(C(=O)c2ccco2)CC1 (centres undefined)
31	14%	-7%	COc1ccccc1N1CC(C(=O)Nc2ccccc2N2CCCC2)CC1=O (centres undefined)
32	0%	9%	C=CCN1C(=O)c2ccc(C(=O)NCCOc3ccccc3F)cc2C1=O

Reprinted from the entries so far, 26 compounds:
entry	Large T inhibition	MgcRacGAP inhibition	smiles
4	10%	5%	COc1cccc(NC(=O)CN(C)C(=O)CNC(=O)c2ccc3ccccc3c2)c1
5	13%	2%	Cc1cccc(C(=O)OCC(=O)c2c(N)n(CC(C)C)c(=O)n(C)c2=O)c1O
6	17%	-1%	COc1ccc(Cl)cc1NC(=O)CN(C)C(=O)c1cn(-c2ccccc2)nc1-c1cccnc1
7	8%	4%	CC(C)CN(C(=O)COC(=O)C(C)N1C(=O)c2ccccc2C1=O)c1c(N)n(Cc2ccccc2)c(=O)[nH]c1=O (centres undefined)
8	20%	4%	Nc1nc(N)nc(-c2cc(Cl)ccc2Cl)n1
9	17%	10%	O=C(COc1ccc(F)cc1Cl)Nc1ccc(N2CCOCC2)cc1N1CCOCC1
10	7%	4%	Cc1ccc(C)c(SCC(=O)NCC(c2ccco2)N2CCCCC2)c1 (centres undefined)
11	12%	3%	CSc1ccccc1NC(=O)C(C)N1C(=O)c2ccccc2S1(=O)=O (centres undefined)
12	3%	-3%	CCOC(=O)Cc1csc(SCC(=O)Nc2nccs2)n1
13	12%	6%	Cc1cc2c(SCC(=O)N3CCN(c4ccccc4)CC3)ncnc2s1
14	14%	3%	Cc1ccc(NC(=O)C(=O)NCC2CCCN2S(=O)(=O)c2cccs2)cc1C (centres undefined)
15	8%	4%	CCN(CC(=O)NC(=O)NC1CCCCC1)Cc1ccccc1
16	19%	9%	CC(=O)Nc1ccc(NC(=O)C(C)OC(=O)CC2CCCCC2)cc1 (centres undefined)
17	14%	7%	Cc1cc(NC(=O)C(C)SCC(=O)Nc2nnc(CC(C)C)s2)no1 (centres undefined)
18	0%	1%	CC(OC(=O)CCCN=C1NS(=O)(=O)c2ccccc21)C(=O)c1ccccc1 (centres undefined)
19	17%	-3%	O=C(CCNS(=O)(=O)c1ccc(Br)cc1)N1CCCCCCC1
20	10%	6%	O=S(=O)(O)c1ccc(SCc2ccccc2)nc1
21	14%	6%	NC(=O)c1ccsc1NC(=O)COC(=O)/C=C/c1ccccc1
22	18%	14%	CCOc1ccc(OCCC(=O)NNC(=O)c2cc(OC)c(OC)c(OC)c2)cc1
23	1%	12%	O=C(CCN1C(=O)C2CC=CCC2C1=O)Nc1cc(C(F)(F)F)ccc1N1CCCC1 (centres undefined)
24	28%	8%	COc1ccc(NC(C)=O)cc1NC(=O)C1CCN(C(=O)Nc2ccccc2)CC1
25	15%	13%	CC(C)C[C@H]1COCCS(=O)(=O)N1Cc1ccccc1F
26	?	?	C#CCOCCOCCOCCNc1nc(N2CCN(C(=O)CCCCCCCCCCNC(=O)[C@H](CCCCN)n3cc(C)nn3)CC2)nc(N2CCN(C(=O)CCCCCCCCCCNC(=O)[C@@H]([C@H](C)CC)n3cc(CCCCCN)nn3)CC2)n1
27	8%	6%	O=C(COC(=O)CNC(=O)c1ccc(Cl)c([N+](=O)[O-])c1)NC(=O)CN1CCCC1=O
28	10%	1%	CC(OC(=O)c1nn(C)c(=O)c2ccccc12)C(=O)Nc1ccc(S(N)(=O)=O)cc1 (centres undefined)
29	12%	2%	COc1cccc(NC(=O)COc2cccc3c2CCNC3=O)c1

Carrying on:
entry	Large T inhibition	MgcRacGAP inhibition	smiles
33	1%	5%	Cc1cccc(C)c1NC(=O)CNC(=O)C12CC3CC(CC(O)(C3)C1)C2
34	10%	1%	CC(=O)Nc1ccc(NC(=O)C(C)OC(=O)C2CCCC2)cc1 (centres undefined)
35	9%	5%	O=C1CC2(CCN(C(=O)c3ccc(F)cc3)CC2)Oc2ccccc21
36	3%	18%	Cc1cc(C)c(OCCOCCN2CCCC2)c(C)c1
37	16%	5%	O=C(CN1CCOCC1)Nc1cccc(C(F)(F)F)c1
38	11%	5%	Cc1cc(C)n(CCCNC(=O)C2CC(=O)N(Cc3ccccc3)C2)n1 (centres undefined)
39	10%	-3%	Cc1ccc(NS(=O)(=O)c2cccc(C(=O)NNC(=O)c3ccco3)c2)c(C)c1
40	15%	6%	COc1ccccc1C(=O)COC(=O)CN1C(=O)C2CC=CCC2C1=O (centres undefined)

entry	Large T inhibition	MgcRacGAP inhibition	smiles
41	15%	4%	COc1cccc(C(=O)NCCS(=O)(=O)N2CCCC2)c1
42	0%	2%	COc1ccccc1NC(=O)C(=O)NCCC1CCCCN1S(=O)(=O)c1ccccc1 (centres undefined)
43	15%	2%	C[C@H]1CC[C@]2(O[C@@H](CCO)C[C@H](O)[C@H]2O)O1
44	12%	-6%	CN(CC(=O)Nc1ccccc1Cl)C(=O)c1cccc(S(=O)(=O)N2CCN(Cc3ccccc3)CC2)c1
45	15%	8%	O=C(COC(=O)C1CC2CCCC(C1)C2=O)NNC(=O)c1ccc([N+](=O)[O-])cc1 (centres undefined)
46	28%	3%	COc1ccc(OC)c(CN2CCN(C(=O)CCC(=O)c3cccs3)CC2)c1
47	10%	24%	Oc1ccccc1Cc1c(O)ccc2ccccc12
48	0%	7%	CC(Sc1nccn1C)C(=O)Nc1ccc(Cl)cn1 (centres undefined)

entry	Large T inhibition	MgcRacGAP inhibition	smiles
49	21%	7%	O=S(=O)(c1ccc2nnn(OCc3ccccc3)c2c1)N1CCOCC1
50	8%	10%	O=C(CSC1=NS(=O)(=O)c2ccccc2N1)NCc1ccc(F)cc1
51	13%	2%	C#CCOCCOCCOCCNc1nc(N2CCN(C(=O)CCCCCCCCCCNC(=O)[C@@H]([C@H](C)O)n3cc(C)nn3)CC2)nc(N2CCN(C(=O)CCCCCCCCCCNC(=O)[C@@H]([C@H](C)O)n3cc(C)nn3)CC2)n1
52	-65%	7%	O=C(CSc1nnc2ccc(-c3cccnc3)nn12)Nc1ccccc1
53	8%	0%	COc1cc(OC)cc(C(=O)Nc2nc(CC(=O)NCc3ccc(F)cc3)cs2)c1
54	-2%	1%	Cc1c(N(C)S(=O)(=O)c2cccc(C(=O)NCC3CCCO3)c2)c(=O)n(-c2ccccc2)n1C (centres undefined)
55	26%	3%	COc1ccc2oc(C(=O)OCC(=O)Nc3ccc(OC)c(S(N)(=O)=O)c3)c(C)c2c1
56	-15%	8%	CCOC(=O)C1CCN(C(=O)c2cc(CN3C(=O)c4ccccc4C3=O)ccc2OCC)CC1

entry	Large T inhibition	MgcRacGAP inhibition	smiles
57	6%	-5%	Cc1ccc(C(=O)CCC(=O)N2CCN(c3ccccc3O)CC2)cc1
58	11%	15%	C/C(=N\NC(=O)CN1CCN(c2ccc(F)cc2)CC1)c1ccco1
59	33%	14%	O=C(O)c1ccccc1N=Nc1ccc(O)cc1
60	0%	5%	COc1c2c(cc3oc(=O)c4c5ccc(O)cc5oc4c13)OC(C)(C)CC2
61	6%	9%	Cc1cnc(C(=O)OCC(=O)c2ccc(F)c(F)c2)cn1
62	11%	7%	Nc1nc(NC(=O)c2ccc(F)cc2)ns1
63	18%	0%	Cc1ccccc1NC(=O)C(=O)NCC1CCCN1S(=O)(=O)c1cccs1 (centres undefined)
64	19%	9%	CC(Oc1cccc(Cl)c1)C(=O)Nc1nc(-c2ccccn2)cs1 (centres undefined)

entry	Large T inhibition	MgcRacGAP inhibition	smiles
65	6%	2%	C[C@H]1CN=C(Nc2ccccc2)N1CCc1ccccc1
66	?	55µM*	CC(OC(=O)CCN=C1NS(=O)(=O)c2ccccc21)C(=O)Nc1ccc(N(C)C)cc1 (centres undefined)
67	12%	8%	O=C(COc1cccc(C(F)(F)F)c1)Nc1ccc(S(=O)(=O)N2CCCCC2)cc1
68	10%	2%	CCOc1ccc(C(=O)Nc2cccc(-c3ccc(N4CCOCC4)nn3)c2)cc1OCC
69	0%	-6%	CCc1cccc(C)c1NC(=O)COC(=O)Cn1c(C)csc1=O
70	3%	11%	O=C(O)C[C@H]1c2ccc(C(F)(F)F)cc2S(=O)(=O)N1C1CCCCC1
71	10%	3%	CCN1C(=O)[C@H]2[C@@H](c3ccc(-c4ccc(Cl)c(Cl)c4)c(OC)c3)N[C@@](Cc3ccccc3)(C(=O)OC)[C@H]2C1=O
72	23%	2%	CC(C)CCn1c(SC(C)C(=O)NC2CC2)nc2ccccc2c1=O (centres undefined)

entry	Large T inhibition	MgcRacGAP inhibition	smiles
73	14%	5%	O=C(Nc1cc(Cl)cc(Cl)c1)C1CC(=O)N(C2CCCC2)C1 (centres undefined)
74	1%	10%	CC(OC(=O)CCCOc1ccccc1)C(=O)Nc1ccc(Cl)cn1 (centres undefined)
75	10%	10%	COc1ccc([C@H]2/C=C\CN(C(=O)C3CC3)[C@@H](C)C(=O)N2Cc2ccc(F)cc2)cc1
76	6%	6%	O=C(COc1ccc(Cl)cc1)NCc1n[nH]c(=O)c2ccccc12
77	20%	11%	COC(=O)CNC(=O)C1Nc2ccccc2C2C=CCC12 (centres undefined)
78	8%	5%	O=C(CCS(=O)(=O)c1ccccc1)N(CCCN1CCOCC1)c1nc2ccc(F)cc2s1
79	-1%	6%	NC(=O)CSc1nnc(NC(=O)c2ccc3ccccc3c2)s1
80	28%	-2%	CN(CC(=O)Nc1c(Cl)cccc1Cl)C(=O)C1CCN(C(=O)Nc2ccccc2)CC1

entry	Large T inhibition	MgcRacGAP inhibition	smiles
81	11%	9%	CCOc1ccc(S(=O)(=O)N2CCN(C(=S)NCC3CCCO3)CC2)cc1 (centres undefined)
82	16%	5%	O=C(c1ccco1)N1CCN(Cc2cc(=O)c(OCc3cccc(Cl)c3)co2)CC1
83	7%	0%	CCOc1ccccc1N1CCN(C(=O)c2c(CC)noc2C)CC1
84	3%	10%	CCN(C(=O)Cn1nc(C)c([N+](=O)[O-])c1C)c1c(N)n(Cc2ccccc2)c(=O)[nH]c1=O

Assay outcomes (PubChem BioAssay)
